Integrin act MD: qHTS for Activators of Integrin-Mediated Alleviation for Muscular Dystrophy; 0.064% of 350,000 active; AID 624291, 2012; alpha7betagal myoblasts, beta-gal FDG fluorescence, 48 h; Potency, µM (doses to about 38.3 µM), for the others: top-dose activation, hits mostly activators;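 also: potency is read from the fitted curve at half-maximal effect; 100% = response of the positive control SU9516; nearly all actives have a fitted effect of over 60% in size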
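alpha7betagal+/- myoblasts (passage 13, 250/well) treated 48 h at 37C with compounds at 1:260 dilution of DMSO stock. Lysed, then beta-galactosidase activity read as FDG fluorescence (ex 480/em 540) after 30 min, with pre-read for autofluorescence.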
Giardia killer: Small Molecules that selectively kill Giardia lamblia: qHTS | activity change, % at 7.66 µM, hits read low | 0.15% of 340,000 active | Giardia lamblia trophozoite viability | AID 540267, 2011; in the data active = activity change below about -80%; inconclusive = between about -30% and that limit;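 also: parasites exposed to compound for two days anaerobically before the ATP read; % is scaled to controls: 0 for no effect and ±100 for the full control effect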
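Anaerobic 48 hrs incubation at 37 deg C of 100 trophozoites/well with test compounds; ATPLite 1-Step luminescence, 15-30 min RT, reports cellular ATP as viability.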
Menin-MLL TR inh: qHTS Assay for Inhibitors Targeting the Menin-MLL Interaction in MLL Related Leukemias: Competition With Texas Red Labeled MLL-derived Mutant Peptide; O00255; Potency, µM (top dose mostly 61.6 µM), inactives show at the highest dose FP activity change, negative = inhibition, hits mostly inhibitors; Menin + Texas Red MLL mutant peptide, fluorescence polarization; 0.23% of 270,000 active; active = well fitted inhibition curve with a large enough effect in the polarisation, with a control signal flat, not every such curve was filed as active; inconclusive = small, poorly fitted or top-dose-only effect, or effect the other way, or a change in a side signal; inactive = no such curve, though single readings can be large or run the other way; the % refers to the polarisation; also: potency is read from the fitted curve at half-maximal effect; % of control where 0% means no effect; many of its hits are not listed in these tables
BCR signal inh: qHTS Assay to Find Inhibitors of Chronic Active B-Cell Receptor Signaling; Potency, µM (series often up to 46.1 µM), without a hit: at the highest dose ratio change, negative = lower green/red ratio, hits mostly inhibitors; 0.05% of 340,000 active; AID 493014, 2011; ABC-DLBCL IkBa-CBG/CBR reporter, luminescence ratio, 4 h; active = well fitted inhibition curve with a large enough effect in the signal ratio, with a control signal flat, not every such curve was filed as active; inconclusive = small, poorly fitted or top-dose-only effect, or effect the other way, or a change in a side signal; the % refers to the signal ratio;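 also: potency is read from the fitted curve at half-maximal effect; plate controls were basal doxycycline-induced cells for no effect and cells given 10 µM MG132 for full effect; MG132 reads +100%, hits lower the ratio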
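Compounds up to 46 uM were incubated four hours with TMD8 cells whose green CBG68 luciferase is fused to IkappaBalpha; red CBR luminescence normalised the signal, and concentration-effect curves were fitted to fusion, red and ratio data.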
B2AR arrestin: qHTS assay of beta-arrestin-biased ligands of beta2-adrenergic receptor; Beta-2 adrenergic receptor (Homo sapiens), P07550; 0.02% of 330,000 active; Potency, µM (top dose mostly 46.1 µM), for inactives: top-dose activation, actives largely listed as activators; beta-arrestin recruitment to beta2AR, cell-based reporter;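 also: potency is read from the fitted curve at half-maximal effect; 0% = DMSO controls and full agonism = EC100 isoproterenol or metaproterenol; nearly all actives have a fitted effect of over 65% in size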
GALK inhibitor: qHTS Assay for Inhibitors of Human Galactokinase (GALK); P51570; Purified GALK, Kinase-Glo residual ATP luminescence; Potency, µM (series often up to 57.5 µM), for inactives: at the highest dose activity change, negative = inhibition, most hits filed as inhibitors; 0.007% of 270,000 active; AID 1868, 2009; also: potency is read from the fitted curve at half-maximal effect; % is scaled to controls: 0 for no effect and ±100 for the full control effect
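5 nM enzyme, 35 uM ATP, 100 uM galactose, 20 mM HEPES pH8.0, 5 mM MgCl2; 1 h RT; residual ATP by Kinase-Glo Plus luminescence, qHTS format.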
Tb PFK inh: qHTS Assay to Find Inhibitors of T. brucei phosphofructokinase; T. brucei PFK, ADP-Glo luminescence; 0.17% of 330,000 active; ATP-dependent 6-phosphofructokinase (Trypanosoma brucei brucei), O15648; Potency, µM (series often up to 57.5 µM), inactives show at the highest dose activity, negative = inhibition, actives largely listed as inhibitors;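 also: potency is read from the fitted curve at half-maximal effect; 0% = uninhibited 1x PFK enzyme wells and -100% = no-enzyme wells; nearly all actives have a fitted effect of over 60% in size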
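1.25 nM PFK with 0.5 mM F6P and 0.1 mM ATP in 0.1 M TEA pH 8.0, 5 mM MgCl2, incubated 45 min at room temperature; ADP measured by ADP-Glo luminescence; compounds titrated up to 57 uM.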
PTAP TSG101 blk: qHTS Assay for Iinhibitors of HIV-1 Budding by Blocking the Interaction of PTAP/TSG101; Potency, µM (highest dose often 115 µM), without a hit: at the top dose activity change, negative = inhibition, actives largely listed as inhibitors; 340,000 tested, under 10 active; Tumor susceptibility gene 101 protein (Homo sapiens), Q99816; Fluorescence polarization, FITC-PTAP peptide / Tsg101 binding; AID 493005, 2010; active = well fitted inhibition curve with a large enough effect in the main read-out, with a control signal flat, not every such curve was filed as active; inconclusive = small, poorly fitted or top-dose-only effect, or effect the other way, or a change in a side signal; inactive = no such curve, though single readings can be large or run the other way; also: potency is read from the fitted curve at half-maximal effect; % of control where 0% means no effect
Target sequence (Q99816 whole entry, looked up): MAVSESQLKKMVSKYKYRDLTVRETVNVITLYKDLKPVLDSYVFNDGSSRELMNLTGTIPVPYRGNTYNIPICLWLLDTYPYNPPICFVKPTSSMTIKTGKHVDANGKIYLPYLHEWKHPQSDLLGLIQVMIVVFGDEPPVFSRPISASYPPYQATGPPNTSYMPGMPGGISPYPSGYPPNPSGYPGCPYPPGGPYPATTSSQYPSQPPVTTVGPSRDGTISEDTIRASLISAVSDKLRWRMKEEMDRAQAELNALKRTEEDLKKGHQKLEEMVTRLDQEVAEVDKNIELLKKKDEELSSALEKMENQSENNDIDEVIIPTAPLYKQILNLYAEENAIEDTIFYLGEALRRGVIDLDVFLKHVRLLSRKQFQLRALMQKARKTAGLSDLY
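FP read-out: FITC-PTAP peptide, 50 nM final, binding Tsg101 binding domain, 10 uM final; 20 min, r.t.; 10 mM HEPES pH 7.5, 0.15 M NaCl, 0.01% Tween 20, 3 mM EDTA, 0.1 mM TCEP.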
FBPA coupling cs: qHTS Assay for Inhibitors of Fructose-1,6-bisphosphate Aldolase from Giardia Lamblia: Coupling assay counterscreen; coupling enzyme system counterscreen, AmpLite Red fluorescence; activity change, negative = inhibition, % at 58.2 µM, hits read low; 0.67% of 290,000 active; AID 2472, 2010; in the data active = activity change below about -30%; also: % is scaled to controls: 0 for no effect and ±100 for the full control effect
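Activity here indicates interference with the coupling reaction, not aldolase inhibition. Compounds at 57.5 uM final met coupling enzymes for 10 min at RT; substrate and AmpLite Red detection followed, with a 525/598 nm fluorescence read after 20 min.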
PKM2 activator: qHTS Assay for Activators of Human Muscle isoform 2 Pyruvate Kinase | purified PKM2, Kinase-Glo ATP luminescence, activation; response scale: 0% is enzyme alone, no compound | 0.34% of 260,000 active | Potency, µM (titrated, usually from 57.5 µM), for the others: at the highest dose activation, actives largely listed as activators | AID 1631, 2009 | Pyruvate kinase PKM (Homo sapiens), P14618; also: potency is read from the fitted curve at half-maximal effect; % is scaled to controls: 0 for no effect and ±100 for the full control effect; nearly all actives have a fitted effect of over 55% in size
Target sequence (P14618 whole entry, looked up, canonical isoform): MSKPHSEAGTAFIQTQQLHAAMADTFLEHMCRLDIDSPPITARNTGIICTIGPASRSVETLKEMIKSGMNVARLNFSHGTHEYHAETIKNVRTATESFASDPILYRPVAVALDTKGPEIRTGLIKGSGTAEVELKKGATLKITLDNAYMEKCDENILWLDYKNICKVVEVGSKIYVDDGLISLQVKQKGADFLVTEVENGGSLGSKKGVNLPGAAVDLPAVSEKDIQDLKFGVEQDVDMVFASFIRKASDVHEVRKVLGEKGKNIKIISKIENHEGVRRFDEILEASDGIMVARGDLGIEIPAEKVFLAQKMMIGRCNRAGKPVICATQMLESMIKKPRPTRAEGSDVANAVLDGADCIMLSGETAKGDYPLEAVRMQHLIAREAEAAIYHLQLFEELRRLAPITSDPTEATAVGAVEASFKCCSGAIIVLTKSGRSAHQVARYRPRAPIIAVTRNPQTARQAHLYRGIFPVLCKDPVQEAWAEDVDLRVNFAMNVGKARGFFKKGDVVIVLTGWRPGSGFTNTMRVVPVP
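Kinase-Glo luminescence reports ATP generated from ADP (0.1 mM) and PEP (0.5 mM) by purified hPK-M2 after 1 h at room temperature, pH 7.2 imidazole buffer; intermediate enzyme activity allows detecting inhibitors and activators.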
S-ASM inh: Inhibitors of Secretory Acid Sphingomyelinase (S-ASM): qHTS. Sphingomyelin phosphodiesterase (Homo sapiens), P17405. placental ASM, HMU-PC fluorogenic substrate, 60 min. Potency, µM (doses to about 57.5 µM), for inactives: at the top dose activity change, negative = inhibition, usual class: inhibitors. 0.006% of 340,000 active. AID 504937, 2011; also: potency is read from the fitted curve at half-maximal effect
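Human placenta-derived ASM enzyme was preincubated with compound for 10 minutes at room temperature, then given fluorogenic substrate HMU-PC0 (9 uM final) for 60 minutes at 37 °C; a pH 10 stop preceded fluorescence reading at Ex 386/Em 447 nm.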
* = called active by the depositor; ? = inconclusive; / = not tested or not shown; [ ] = remark or other dose. Unless noted, calls follow the shape of the dose curve; as a rule, active = well fitted curve in the direction sought with a large enough effect; inconclusive = small, poorly fitted or top-dose-only effect, or another doubt; inactive = no such curve, though single readings can be large; an effect the other way counts as inactive or inconclusive. The list is partial. The share of hits here may be higher or lower than overall.

SMILES | Integrin act MD | Giardia killer | Menin-MLL TR inh | BCR signal inh | B2AR arrestin | GALK inhibitor | Tb PFK inh | PTAP TSG101 blk | FBPA coupling cs | PKM2 activator | S-ASM inh
CCOc1ccc(CCNC(=O)CS(=O)Cc2nc(-c3ccc(OC)c(OC)c3)oc2C)cc1OCC (centres undefined) | -16% | -3 | / | -8% | -0.7% | -7% | 5% | -7% | / | / | 2%
CCc1cccc(C)c1NC(=O)Nc1c(Br)cnn1C | -12% | -18 | -12% | -1% | -0.6% | -1% | 1% | 1% | 0 | / | 2%
COc1cccc2cc(-c3nnc(SCC(=O)Nc4cc(C(F)(F)F)ccc4Cl)n3N)oc12 | -16%[7.66 µM] | -12 | 10% | 0% | -1.0% | -1% | 6% | -1% | 0 | 0% | 0%
Cc1ccc(S(=O)(=O)N2CCN(C3CC(=O)N(Cc4ccccc4)C3=O)CC2)cc1C (centres undefined) | 5% | 1 | 2% | 0% | -0.6% | 16% | -2% | 2% | 2 | 0% | 1%
CC(=O)N1CCN(C(=O)c2ccc(Cl)c(S(=O)(=O)N3CC(C)OC(C)C3)c2)CC1 (centres undefined) | 13% | 31[activator] | / | 3% | -0.9% | / | -1% | -1% | / | / | -1%
CC(NS(=O)(=O)c1ccc(Br)cc1)C(N)=O (centres undefined) | 19% | 2 | 5% | 1% | 0.3% | 3% | -4% | -3% | 0 | 0% | 4%
Cc1cnc(C(=O)N2CCCC(N3CCN(c4ccccc4C)CC3)C2)cn1 (centres undefined) | -18% | 17 | / | 2% | -0.4% | -6% | 2% | -5% | / | -2% | /
Cn1c(C(=O)N2CCCCCC2)cc2c(=O)n(C)c3ccccc3c21 | -1% | -1 | 1%[11.7 µM] | -3% | 0.2% | 1% | 2% | -2% | -9 | 2% | 1%
Oc1ccc(/C=N/Nc2nc(N3CCCCCC3)nc(N3CCCCCC3)n2)c(O)c1 | -71%[inhibitor] | -11 | ? | ? | 0.1% | -1% | 7% | 1% | -3 | -3% | ?
O=C(O)/C=C/C(=O)Nc1ccc(OC(F)(F)F)cc1 | 8% | 28 | / | 3% | -0.5% | -1% | 4% | -10% | -2 | -4% | 0%
OC(COc1cccc2ccccc12)CN1CCN(c2cccc(Cl)c2)CC1 (centres undefined) | 2% | 11 | 2% | ? | -0.3% | 0% | -11% | -3% | -2 | -3% | -19%
CCOC(=O)N1CCN(S(=O)(=O)c2ccc3c(c2)C(C)C(=O)N3)CC1 (centres undefined) | -1% | -2 | / | -1% | -0.1% | / | -8% | -1% | / | / | 6%
O=C(Cn1nnc2c(sc3nc4c(c(-c5ccccc5)c32)CCC4)c1=O)c1ccccc1 | 7% | 2 | -12% | / | / | 1% | / | 1% | -1 | -7% | -8%
CC1Cc2ccccc2N1C(=O)CSc1nnnn1Cc1ccccc1 (centres undefined) | 6% | -14 | 6% | 1% | 0.5% | -1% | 1% | -5% | -2 | -1% | -2%
CCOC(=O)C1CCN(Cc2c(C(=O)N3CCOCC3)nc3c(C)cccn23)CC1 | 11% | 10 | / | ? | 0.4% | -5% | 1% | 0% | / | 0% | /
Cc1csc(NC(=O)CCc2nc3ccccc3s2)n1 | 5% | 15 | 20% | ? | 0.0% | -3% | -7% | -1% | -1 | 3% | 3%
COc1ccc(OC)c(N2C(=O)C(Cl)=C(N3CCCCC3)C2=O)c1 | -16% | 19 | -3% | -3% | 0.2% | 5% | 1% | -8% | 1 | 14% | 4%
COc1ccc2oc(=N)c(C(=O)Nc3ccccc3)cc2c1 | 14% | 3 | -3% | 10% | -0.5% | -1% | -1% | -3% | 0 | 0% | 53%[activator]
Cn1c(COc2ccccc2)nnc1SCCC(=O)Nc1ccccc1 | 16% | 0 | -1% | 5% | -0.3% | -6% | -3% | -5% | -1 | -6% | 0%
Cc1ccc(NS(=O)(=O)c2ccc(/C=C/C(=O)O)cc2)cc1Cl | -29% | -3 | 13% | 3% | -0.2% | 11% | -3% | -5% | 9 | ? | 8%
Cc1ccc(NC(=S)Nn2cnnc2)c(C)c1 | / | / | -14% | 0% | 0.4% | -8% | 0% | / | 4 | -9% | /
CNC(=O)c1ccc(NC(=O)c2cc(S(=O)(=O)N(C)C)ccc2N2CCCC2)cc1 | 22% | 32[activator] | / | -11% | 0.1% | / | 5% | -8% | / | / | 5%
COc1cc(OC)cc(C(=O)N[C@H](C(=O)OCC(=O)Nc2ccc3c(c2)OCO3)C(C)C)c1 | -1% | 17 | / | 1% | -0.2% | / | 0% | 0% | / | / | -4%
Cc1cc(-n2c(SCC(=O)Nc3ccc(Br)cc3)nc3n[nH]c(C)c3c2=N)ccc1Cl | -46%[inhibitor] | -6 | 22% | -6% | 0.3% | 5% | 6% | 0% | 0 | / | -9%
CC(NC(=O)CSc1nc2ccccc2n1CCC#N)c1ccc(F)cc1 (centres undefined) | 1% | -8 | -1% | ? | 0.0% | 1% | 1% | -6% | 1 | 1% | -2%
Cc1ccc2nc(SCC(=O)Nc3ccc4c(c3)OCCO4)[nH]c2c1 | -9% | -18 | 1% | ? | 0.4% | -1% | 0% | -5% | -3 | 4% | -1%
COc1ccc(S(=O)(=O)N2CCCc3ccccc32)cc1OC | -17% | -5 | / | -16% | -0.8% | 0% | 2% | -3% | -5 | 3% | 2%
CN1c2ccccc2C(=O)NC1c1ccc(Cl)cc1 (centres undefined) | 0% | ? | -12% | -2% | 0.3% | 4% | -5% | -6% | 3 | -3% | 290%[activator]
COc1ccccc1CCC(=O)Nc1nc2ccccc2[nH]1 | 16% | 31[activator] | 10% | ? | 0.0% | -3% | -5% | 1% | 1 | 8% | 3%
Cc1n[nH]c(=O)c2c(NC(=O)CSc3nn(-c4ccc(F)cc4)c(=S)s3)oc(C)c12 | 13% | -20 | / | -20% | -0.3% | / | 13% | -1% | / | / | -18%
COc1cc(/C=N/NC(=O)CNC(=O)/C=C/c2ccco2)cc(OC)c1OC | -15% | -9 | 17% | ? | 0.3% | 20% | 0% | -4% | -1 | 5% | -4%
Cc1ccc(S(=O)(=O)N(C)C(C)CCc2ccco2)cc1 (centres undefined) | -45%[inhibitor] | -12 | / | -2% | 0.1% | / | -2% | -8% | / | / | -3%
CCCc1cc(=O)[nH]c(SCC(=O)Nc2sc3c(c2C(N)=O)CCCC3)n1 | -16% | -15 | / | -6% | 2.8% | / | -3% | -2% | / | / | -2%
CCCCN(C)Cc1c(O)ccc2c(=O)c(-c3ccccc3OC)coc12 | 5% | -2 | 1% | 5% | -0.2% | -1% | 3% | -1% | 0 | -5% | 248%[activator]
COc1ccc(CCN2Cc3c(N)cccc3C2=O)cc1OC | -1% | 1 | 1% | 0% | 0.3% | -2% | -5% | -4% | -2 | / | -2%
O=C(Nc1ccc2c(c1)CCCN2C(=O)c1cccs1)c1cccc(F)c1 | -12% | 2 | 25% | ? | 0.0% | 7% | -7% | -7% | -3 | 0%[0.46 µM] | 0%
S=c1[nH]nc(-c2ccccn2)n1/N=C/c1cccs1 | 7% | 0 | 6% | 5% | -0.5% | 1% | 1% | ? | 0 | 2% | 5%
COc1ccc(S(=O)(=O)N(C)C[C@H]2Oc3c(NC(=O)Nc4c(C)noc4C)cccc3C(=O)N([C@H](C)CO)C[C@@H]2C)cc1 | 16% | 35[activator] | / | -1% | -0.1% | / | 6% | 2% | / | / | 9%
Cc1ccc(CNC(=O)c2ccc(N3CCC4(CC3)CC(c3ccccc3)=NO4)c(N)c2)cc1 | 3% | -25 | 24% | 6% | 0.4% | / | -1% | 2% | 2 | 0% | -2%
O=C(COC(=O)c1ccc([N+](=O)[O-])o1)Nc1nc2ccccc2s1 | 5% | -4 | / | 1% | 4.5% | / | 0% | -7% | 1 | -12% | 4%
Cc1c(C(c2ccc(N(C)C)cc2)c2c(C)n(C)n(-c3ccccc3)c2=O)c(=O)n(-c2ccccc2)n1C | 2% | -4 | -1% | ? | 0.2% | -1% | -9% | -1% | -20 | -12% | 7%
Cc1cc(/C=N/NC(=O)C(=O)NCc2ccccn2)c(C)n1-c1ccccc1 | -1% | -2 | -17% | 2% | -0.6% | 0% | 2% | 0% | 0 | -3% | 1%

Compound activity deposited in PubChem by National Center for Advancing Translational Sciences (NCATS).
